# Assay outcomes from PubChem.
# Nrf2 activator = qHTS of Nrf2 Activators; AREc32 ARE-luciferase reporter (MCF7-derived line), luminescence, 24 h; Potency, µM (doses to about 46.1 µM), without a hit: at the highest dose activation, actives largely listed as activators; 0.31% of 410,000 active; AID 624171, 2012; further: potency means the concentration at half of the fitted maximal effect; % of control where 0% means no effect; nearly all actives have a fitted effect of over 65% in size
#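 Cells of the AREc32 ARE-luciferase line are plated in OPTI-MEM containing 5% FBS and left overnight at 37 deg C. Compounds are pinned in, incubation continues 24 hr, and firefly luciferase signal is then measured.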
# ATXN viability = Viability Counterscreen for Primary qHTS for Inhibitors of ATXN expression; S2 cells (HEK-293 line with an ATXN2-luciferase reporter) viability, CellTiter-Fluor protease fluorescence, 24 h; Potency, µM (doses to about 56.7 µM), usual class: cytotoxic; 0.49% of 400,000 active; AID 651635, 2014; further: potency means the concentration at half of the fitted maximal effect; nearly all actives have a fitted effect of over 40% in size
# A549 viability = Nrf2 qHTS screen for inhibitors: counterscreen for cytotoxicity; A549 ARE-Fluc cells, CellTiter-Fluor viability, 18-24 h; Potency, µM (highest dose often 46 µM), without a hit: at the top dose activity change, negative = cytotoxicity, actives largely listed as inhibitors; 0.16% of 390,000 active; further: potency means the concentration at half of the fitted maximal effect; on the % scale 0 is the no-effect control and ±100 the full control effect
#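 A549 ARE-Fluc cells in 5% FBS OPTI-MEM, 5000 cells/well, rested 2 h then exposed to compounds in concentration-response for 18-24 h at 37 °C. Viability by CellTiter-Fluor fluorescence (Ex 405/Em 525) after 30 min; luciferase luminescence (BugLite, 15 min, RT) read afterwards.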
# Nrf2 inh = Nrf2 qHTS screen for inhibitors; AID 504444, 2011; 2.1% of 360,000 active; Potency, µM (doses to about 46 µM), for inactives: at the top dose activity change, negative = inhibition, hits mostly inhibitors; A549 ARE-Fluc reporter, luciferase luminescence, 18-24 h; further: potency means the concentration at half of the fitted maximal effect; on the % scale 0 is the no-effect control and ±100 the full control effect; nearly all actives have a fitted effect of over 60% in size
#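 In this cell-based qHTS, ARE-driven firefly luciferase in A549 cells reports Nrf2 activity; the luminescent signal after BugLite lysis is the measured value, with a prior CellTiter-Fluor read for cell health.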
# TGFb inhibitor = qHTS for Inhibitors of TGF-b; HepG2 CAGA-GFP TGF-b/SMAD3 reporter, GFP fluorescence, 18 h; TGF-beta stimulated, 500 pg/mL final; Potency, µM (highest dose often 46.1 µM), for inactives: at the top dose activity, negative = inhibition, most hits filed as inhibitors; 1.2% of 410,000 active; AID 588855, 2011; further: potency means the concentration at half of the fitted maximal effect; on the % scale 0 is the no-effect control and ±100 the full control effect; nearly all actives have a fitted effect of over 65% in size
#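 TGF-beta reporter screen: HEPG2 CAGA-GFP, 1% FBS, 500 pg/mL TGF-beta final, 18 h; per-cell GFP summed per well; curves fitted and categorized by class.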
# Akt phos inh = HTS Assay for Inhibitors of Akt Phophorylation: Primary Screen; Neuro2A IGF-stimulated pAkt S473 HTRF, 20 min; active compounds read low; activity change, % for hits at 50 µM; 0.32% of 360,000 active; AID 651550, 2012; in the data active means activity change below about -80%; inconclusive means mostly about -51% to -80%; further: on the % scale 0 is the no-effect control and ±100 the full control effect
#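 Single-point screen (50 µM final compound) in Neuro2A cells stimulated 20 min with 6 nM IGF at 37 deg C. After lysis, Ser473-phosphorylated Akt read by HTRF (ex 330 nm, em 615/665 nm) as the 665/615 ratio.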
# Mm-Cpn inhibitor = Inhibitors of TCP-1 ring complex (TRiC) of Methanococcus maripaludis (MmCpn): qHTS; Chaperonin Mm-Cpn (Methanococcus maripaludis); purified Mm-Cpn ATPase, ADP Transcreener TR-FRET; Potency, µM (highest dose often 76.9 µM), without a hit: top-dose activity, negative = inhibition, usual class: inhibitors; 0.031% of 330,000 active; AID 504842, 2011; further: potency means the concentration at half of the fitted maximal effect; on the % scale 0 is the no-effect control and ±100 the full control effect; nearly all actives have a fitted effect of over 80% in size
#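 ATP (10 uM final) was added to archaeal chaperonin (25 nM final) after 10 min exposure to test compound at 37°C; after 30 min further incubation, ADP was detected by competitive TR-FRET.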
# CCT modulator = High-Throughput Screening for Modulators of Cytosolic Chaperonin Activity; 0.3% of 360,000 active; activity change, % (concentration not given with the values), hits read low; purified chaperonin ATPase assay, HTRF ADP detection, 30 min; in the data active means activity change below about -30%; further: on the % scale 0 is the no-effect control and ±100 the full control effect
#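 Enzyme 40 or 20 nM (batch-dependent) in Tris pH 7.4/KCl/MgCl2/DTT; cpd 76 uM single point; ATP 10 uM; 30 min 37 °C; Transcreener ADP HTRF detection, 30 min RT; ratio 665/615.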
# HepG2 tox = qHTS for Inhibitors of TGF-b: Cytotox Counterscreen | HepG2 CAGA-GFP viability, ATP luminescence, 18 h | Potency, µM (highest dose often 46.1 µM), inactives show top-dose activity change, negative = cytotoxicity, most hits filed as cytotoxic | 0.76% of 410,000 active | AID 588856, 2011; further: potency means the concentration at half of the fitted maximal effect; some results filed as inactive show a strong effect at the top dose
#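 CellTiter-Glo luminescence gave cytotoxicity after 18 hours at 37 degrees C. The cells were HepG2 CAGA-GFP in 1% FBS DMEM, stimulated with 500 pg/mL TGF-beta after compound addition. %Activity was normalised to no-cell wells (complete cell-killing) and DMSO (no toxicity), and curves were fitted and classified.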
# * hit, by the source's call; i = inactive; ? = inconclusive; . = not tested or not shown; [ ] = another dose, or the depositor's remark. Unless noted, the call rests on the fitted dose curve; in most records, active means well fitted curve in the direction sought with a large enough effect; inconclusive means small, poorly fitted or top-dose-only effect, or another doubt; inactive means no such curve, though single readings can be large; an effect the other way counts as inactive or inconclusive. Rows are unselected; 4.4% or so of the library scored in one or more.
no.	SMILES	Nrf2 activator	ATXN viability	A549 viability	Nrf2 inh	TGFb inhibitor	Akt phos inh	Mm-Cpn inhibitor	CCT modulator	HepG2 tox
1	CCOC(=O)CSc1cc(CSc2ccccc2)nc(-c2ccccc2)n1	-1.0%	i	2%	-10%	?	i	-2%	-8.1	2%
2	Cc1ccccc1NC(=O)c1sc2nc3c(cc2c1N)CN(Cc1ccccc1)CC3	-1.2%	i	-4%	3%	1%	.	.	.	-15%
3	C/C(=N\NC(=O)c1ccc(COc2ccccc2)cc1)c1ccncc1	0.3%	i	10%	-1%	-8%	i	1%	1.6	17%
4	CCCCNS(=O)(=O)c1ccc(NC(=O)C(Sc2ccccc2)c2ccccc2)cc1 (configuration not stated)	0.6%	i	?	?	-23%	i	-1%	-1.6	-22%
5	Clc1cccc(-c2nc3ccc(Cl)cn3c2Cc2ccccc2)c1	12%	?	.	.	?	i	.	2.2	-36%
6	COc1cc2c(cc1OC)CN(CC(=O)Nc1ccccc1SC)CC2	0.2%	i	1%	-19%	-1%	i	0%	-0.9	-19%
7	CN1CCN(c2ncnc3c2cnn3-c2cccc(Cl)c2)CC1	6.7%	i	19%	.	18%	.	.	.	-13%
8	CSCCC(NC(=O)c1ccc(Cl)cc1)C(=O)O (configuration not stated)	-1.0%	i	2%	7%	2%	i	-1%	0.7	9%
9	Cc1cnc(C(=O)N2CCN(c3ccc(C(F)(F)F)cn3)CC2)cn1	-0.6%	i	0%	-20%	2%	i	1%	-0.6	6%
10	Cc1c(NC(=O)c2c(NC(=O)CNC3CC3)sc3c2CCCC3)c(=O)n(-c2ccccc2)n1C	-0.3%	i	0%	6%	-8%	i	2%	-0.1	14%
11	CCOC(=O)c1c(C)[nH]c(CCC(=O)NCc2cccc(OC)c2)c1C	-0.7%	.	2%	.	0%	.	.	.	-7%
12	O=C(COC(=O)c1ccccc1C(=O)c1ccccc1)Nc1ccc(SC(F)F)cc1	11%	i	-1%	8%	3%	i	1%	0.2	-29%

# Four compounds picked at random from the list so far, as already listed:
no.	SMILES	Nrf2 activator	ATXN viability	A549 viability	Nrf2 inh	TGFb inhibitor	Akt phos inh	Mm-Cpn inhibitor	CCT modulator	HepG2 tox
4	CCCCNS(=O)(=O)c1ccc(NC(=O)C(Sc2ccccc2)c2ccccc2)cc1 (configuration not stated)	0.6%	i	?	?	-23%	i	-1%	-1.6	-22%
7	CN1CCN(c2ncnc3c2cnn3-c2cccc(Cl)c2)CC1	6.7%	i	19%	.	18%	.	.	.	-13%
2	Cc1ccccc1NC(=O)c1sc2nc3c(cc2c1N)CN(Cc1ccccc1)CC3	-1.2%	i	-4%	3%	1%	.	.	.	-15%
12	O=C(COC(=O)c1ccccc1C(=O)c1ccccc1)Nc1ccc(SC(F)F)cc1	11%	i	-1%	8%	3%	i	1%	0.2	-29%

# Next part:
no.	SMILES	Nrf2 activator	ATXN viability	A549 viability	Nrf2 inh	TGFb inhibitor	Akt phos inh	Mm-Cpn inhibitor	CCT modulator	HepG2 tox
13	Cc1ccc(-n2ncc3c(=O)[nH]c(SCC(=O)N4CCCCC4)nc32)cc1	0.3%	i	0%	-13%	8%	i	1%	-0.5	-1%
14	CCOCCn1c(CN2CCN(c3ccc(OC)cc3)CC2)nc2c1c(=O)n(C)c(=O)n2C	-0.4%	i	1%	-26%	-14%	i	.	0.2	4%
15	Cc1ccnc(NC(=O)/C=C/c2ccccc2Cl)c1	22%	i	-1%	?	-14%	i	-1%	-1.7	-25%
16	COc1cc2c(cc1OC)C(c1cc(OC)c(OC)c(OC)c1)NCC2 (configuration not stated)	-1.0%	i	2%	9%	-3%	i	-2%[15.4 µM]	-0.7	1%
17	Cc1cccnc1Nc1nc(-c2ccccc2)cs1	3.2µM*	i	4%	?	?	i	-3%	-3.3	-57%
18	CN(Cc1ccccc1)C(=O)c1ccccc1NC(=O)c1ccccc1	-0.6%	i	3%	?	-10%	i	1%	0.5	4%
19	Cc1ccccc1C(=O)NC1CCN(C(=O)NC2CCCCC2)CC1	-0.7%	i	-15%	-23%	3%	i	-2%	0.3	-1%
20	CCC1(O)CC2CN(CCc3c([nH]c4ccccc34)C(C(=O)OC)(c3cc4c(cc3OC)N(C=O)C3C(O)(C(=O)OC)C(OC(C)=O)C5(CC)C=CCN6CCC43C65)C2)C1 (configuration not stated)	-0.6%	?	-15%	?	?	i	.	-1.9	-4%
21	O=C(CN(C(=O)CCC(=O)Nc1nccs1)c1ccc(F)c(Cl)c1)NCC1CCCO1 (configuration not stated)	0.4%	i	0%	-6%	-9%	i	0%	-1.9	16%
22	CC(C)Oc1ccc(S(=O)(=O)N2CCOCC2)cc1NC(=O)C(C)Oc1ccc(F)cc1 (configuration not stated)	4.5%	i	-3%	3%	-1%	i	0%	0.1	-4%
23	Cc1ccc(N2CCN(C3=NC(=O)/C(=C\c4cccs4)S3)CC2)cc1	1.6%	i	-4%	-1%	17%	i	1%	3.3	6%
24	Cc1oc2c(c(C)cc3oc(=O)c(CC(=O)N[C@@H](CCCNC(N)=O)C(=O)O)c(C)c32)c1C	-0.3%	i	0%	-8%	14%	i	-3%	-0.3	-10%
25	CC(C)c1ccc(S(=O)(=O)Nc2ccc3c(c2)OCO3)cc1	-0.1%	i	25%	?	-17%	i	2%	0.4	-25%
26	Cc1cccc(C(=O)Nc2ccc3nc(SCCOc4ccccc4)sc3c2)c1	-1.5%	?	-13%	-25%	?	.	.	.	-11%
27	O=C(O)c1cc(S(=O)(=O)N2CCCCC2)ccc1N1CCOCC1	0.3%	?	-4%	21%	7%	i	1%	-2.0	-2%
28	O=C(Nc1ccc(NC(=O)c2cccs2)cn1)c1ccccc1	3.9%	?	-5%	?	7%	i	0%	0.4	0%
29	CC1(C)C(=O)Nc2ccccc2N1C(=O)COC(=O)c1cccc(O)c1	-1.5%	i	7%	8%	-2%	i	-2%	-0.5	0%
30	O=C(CCNc1cccc(Cl)c1)c1ccco1	?	i	15%	.	?	i	1%	-4.7	-24%
31	O=C1C2C3c4ccccc4C(c4ccccc43)[C@@H]2c2nc3ccccc3n21 (some centres not stated)	-0.5%	i	-2%	-21%	-26%	i	1%	-1.8	-49%
32	COc1ccccc1Cc1c(-c2ccco2)nc2c(C)cc(Br)cn12	?	?	.	.	8.9µM*	i	.	0.9	-87%
33	O=C(CNc1ccc2ccccc2c1)N/N=C/c1ccccn1	2.8%	i	-7%	-5%	-9%	i	-14%	-3.4	-46%
34	Cc1ccc(NS(=O)(=O)c2ccc3[nH]c4c(c3c2)CCCCC4)cc1	-1.3%	?	-14%	-4%	?	.	.	.	-104%
35	CN(C(=O)COC(=O)C1COc2ccccc2O1)c1c(N)n(Cc2ccccc2)c(=O)[nH]c1=O (configuration not stated)	-0.3%	i	0%	0%	-9%	i	-2%	-8.1	9%
36	COc1ccc(NC(=O)NC2(C(=O)N3CCCC(C)C3)CCCCC2)cc1 (configuration not stated)	-0.3%	?	-14%	-27%	12%	i	-2%	-1.0	7%
37	COc1ccc(CCC(=O)OCC(=O)NCc2ccc3c(c2)OCO3)cc1	-0.5%	i	0%	3%	-2%	i	0%	-2.0	0%
38	COc1ccc(CNC(=O)N2CCN(c3cccc(C)c3C)CC2)cc1OC	-0.5%	i	-8%	?	16%	i	-1%	-1.5	-23%
39	Cc1nn(-c2ccccc2)c(C)c1NC(=O)COC(=O)c1ccccc1	-0.8%	i	1%	12%	3%	i	2%	-0.2	4%
40	CC(Oc1ccc(F)cc1)C(=O)Nc1ccccc1C(=O)NC1CC1 (configuration not stated)	0.0%	i	4%	2%	-11%	i	0%	3.6	-12%
41	CC(OC(=O)CN1C(=O)NC2(CCCC2)C1=O)C(=O)Nc1cccc(Cl)c1Cl (configuration not stated)	4.0%	i	-3%	0%	-9%	i	-5%	1.2	-2%
42	O=C(NCc1cc(Cl)cc(Cl)c1)c1ccc2nc([C@@H]3O[C@H](CO)[C@@H](O)[C@H]3O)[nH]c2c1	-0.8%	i	.	.	16%	i	.	-0.2	2%
43	O=C(COc1ccc(Cl)cc1Cl)N/N=C/C1CC=CCC1 (configuration not stated)	0.5%	i	6%	0%	7%	i	-6%	-3.0	5%
44	O=S(=O)(NCC1CCN(c2ccc(S(=O)(=O)N3CCOCC3)cc2)CC1)c1ccccc1	3.8%	i	-12%	?	?	i	1%	-2.2	7%
45	NC(=O)c1cc(S(=O)(=O)N2CCCC2)ccc1OCCOc1ccccc1	0.4%	i	6%	22%	0%	i	2%	-0.7	6%
46	CCCOc1ccc(C(=O)N2CC3(CC(c4cccc(NC(=O)[C@@H]5CCC(=O)N5)c4)=NO3)C[C@H]2C(=O)NC2(C(N)=O)CC2)cc1 (some centres not stated)	-0.8%	i	-5%	9%	-22%	i	0%	-2.0	3%
47	CCn1c(-c2ccc(OC)c(OC)c2)n[nH]c1=S	2.9%	i	1%	14%	-3%	i	1%	0.6	5%
48	COC(=O)c1cc(=O)n(CCc2ccc(OC)cc2)c(=Nc2ccc(F)c(Cl)c2)s1	?	?	0%	-16%	?	i	1%	-1.5	-40%
49	COCCn1c(-c2cccs2)csc1=Nc1cccnc1	0.6%	i	3%	-2%	-7%	i	-5%	-0.6	-6%
50	COc1ccccc1NC(=O)Nc1nn(C)c2cccc(OC)c12	0.3%	i	-2%	5%	23%	i	-2%	2.5	23%
